XBP1 UPR activ = adaptive UPR (XBP1) activation; activation, % at 20 µM; actives 0.33% (n = 330,000); CHO-XBP1 luciferase reporter, IRE1-XBP1 UPR activation, luminescence; percent of tunicamycin response, DMSO as zero;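 active = versus positive control, 20 µM dose yields 30% or more activation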;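 note: 100% = tunicamycin at 10 µg/mL and 0% = DMSO only wells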
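Material – CHO cell line with stable XBP1 luciferase reporter · Buffer or medium – F12 plus 10% FBS · Compound – single point, 20 µM final compound, 1% DMSO · Schedule – 16-18 h cell attachment at 37 °C, then 6 h compound exposure · Signal – Steady-Glo luminescence read · Benchmarks – high control tunicamycin 10 µg/mL final, low control DMSO vehicle only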
697 NFkB inh = inhibitors of the PMA/ionomycin-induced NF-kB reporter in 697 B cells; 697 B-cell NF-kB luciferase reporter, 16 h; inhibition, % at 4 µM; actives 0.33% (n = 330,000); in the data active = inhibition above about 35%
TIM10 inh = inhibits growth of TIM10 yeast strain. S. cerevisiae TIM10 strain growth, BacTiter-Glo luminescence, 24 h. inhibition, % at 10 µM. actives 1.4% (n = 330,000);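 active = inhibition of 40% or more at the single tested concentration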;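 note: wild-type TIM10 isogenic control strain grown at permissive 25 °C; 0% = DMSO yeast wells and 100% = minimal medium wells without yeast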
CHOP UPR activ = apoptotic UPR (CHOP) activation; CHO-CHOP luciferase reporter, luminescence; percent of tunicamycin response over DMSO baseline; AID 449763; actives 0.34% (n = 330,000); activation, % at 10 µM;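 active = at 10 µM dose, activation of 40% or more, normalized to positive control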;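 note: 100% = tunicamycin at 10 µg/mL and 0% = DMSO alone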
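assay system = CHO CHOP reporter cells | amount = 500 CHO-CHOP cells per well | buffer or medium = F12 with 10% FBS | incubation = 16-18 h cell attachment, then 6 h compound exposure, 37 °C | detection = luminescence read with Steady-Glo | read-out = percent activation relative to tunicamycin control | controls = tunicamycin high control, DMSO low control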
Mdm2 MdmX PPI = human Mdm2/MdmX binding inhibition; AID 485346; O15151+Q00987; SaOS-2 split-luciferase Mdm2/MdmX complementation, luminescence; inhibition, % at 8 µM; actives 3% (n = 330,000);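 active = inhibition of at least 50% at 8 µM in the primary screen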
Target sequence (O15151 whole entry, looked up): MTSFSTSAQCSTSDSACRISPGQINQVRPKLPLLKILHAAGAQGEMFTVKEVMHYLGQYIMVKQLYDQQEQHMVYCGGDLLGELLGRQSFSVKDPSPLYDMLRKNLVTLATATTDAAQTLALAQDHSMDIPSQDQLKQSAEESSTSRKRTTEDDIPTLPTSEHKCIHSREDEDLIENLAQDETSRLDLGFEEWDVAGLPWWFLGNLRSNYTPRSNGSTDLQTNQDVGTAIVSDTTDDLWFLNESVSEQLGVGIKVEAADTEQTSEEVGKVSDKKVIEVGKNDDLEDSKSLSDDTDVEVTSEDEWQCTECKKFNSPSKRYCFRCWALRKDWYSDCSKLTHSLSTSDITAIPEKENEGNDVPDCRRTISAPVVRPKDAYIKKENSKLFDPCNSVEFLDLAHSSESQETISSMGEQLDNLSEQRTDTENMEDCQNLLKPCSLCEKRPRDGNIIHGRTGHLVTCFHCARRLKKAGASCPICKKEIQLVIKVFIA
Target sequence (Q00987 whole entry, looked up): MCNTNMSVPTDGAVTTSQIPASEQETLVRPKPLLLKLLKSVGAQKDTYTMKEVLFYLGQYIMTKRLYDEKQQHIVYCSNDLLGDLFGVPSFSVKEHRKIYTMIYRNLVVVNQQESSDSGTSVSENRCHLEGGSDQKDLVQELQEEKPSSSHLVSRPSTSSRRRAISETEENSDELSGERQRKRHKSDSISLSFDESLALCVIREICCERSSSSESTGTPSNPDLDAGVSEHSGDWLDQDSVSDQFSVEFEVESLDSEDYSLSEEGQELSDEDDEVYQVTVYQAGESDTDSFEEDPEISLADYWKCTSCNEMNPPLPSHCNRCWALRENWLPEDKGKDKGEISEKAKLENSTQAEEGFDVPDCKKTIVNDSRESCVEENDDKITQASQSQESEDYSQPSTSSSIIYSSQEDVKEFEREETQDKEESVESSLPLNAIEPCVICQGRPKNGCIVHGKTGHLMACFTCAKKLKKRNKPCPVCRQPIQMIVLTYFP
tim10-1 inh = inhibits growth of tim10-1 mutant yeast; S. cerevisiae tim10-1 ts strain growth, BacTiter-Glo, 24 h; actives 2.2% (n = 330,000); AID 463190; inhibition, % at 20 µM;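 active = inhibition of at least 40%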;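 note: mutant grown at 25 °C; 0% = DMSO wells with yeast and 100% = wells holding no yeast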
tim23-1 inh = tim23-1 yeast growth inhibition; S. cerevisiae tim23-1 growth, BacTiter-Glo luminescence, 24 h; inhibition, % at 20 µM; actives 1.3% (n = 330,000);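 active = growth inhibition of the mutant yeast at or above 50%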;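 note: temperature-sensitive mutant grown at 25 °C; plate controls were DMSO-treated mutant yeast for no effect and medium wells lacking yeast for full effect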
Jurkat NFkB inh = lowers PMA/ionomycin-induced NF-kB signal in Jurkat cells | PMA/ionomycin-induced NF-kB luciferase reporter, luminescence | inhibition, % at 4 µM | actives 0.53% (n = 330,000); in the data active = inhibition above about 50%
* marks the source's active call; other numbers are inactive results.

Start of the data: the first four entries (preview)
SMILES	XBP1 UPR activ	697 NFkB inh	TIM10 inh	CHOP UPR activ	Mdm2 MdmX PPI	tim10-1 inh	tim23-1 inh	Jurkat NFkB inh
Cc1cccc(NS(=O)(=O)c2csc(C(N)=O)c2)c1	-6.1	-22.2	-1.8	-2.2	-23.4	28.3	6.7	-42.4
CCCCNC(=O)c1cc2c(=O)n3cccc(C)c3nc2n(Cc2ccncc2)c1=N	-0.6	10.0	6.7	-0.5	5.6	14.9	7.8	16.5
COc1ccc(CNC(=O)CCSCc2cccc(Cl)c2)cc1	0.5	-14.8	4.8	1.0	-14.3	23.2	15.6	-19.4
C=CCc1cccc(/C=N/c2nc3ccccc3n2CC)c1O	-3.3	-2.9	13.3	-0.9	-5.5	10.4	11.3	18.0

The whole of this part (from the top)
SMILES	XBP1 UPR activ	697 NFkB inh	TIM10 inh	CHOP UPR activ	Mdm2 MdmX PPI	tim10-1 inh	tim23-1 inh	Jurkat NFkB inh
Cc1cccc(NS(=O)(=O)c2csc(C(N)=O)c2)c1	-6.1	-22.2	-1.8	-2.2	-23.4	28.3	6.7	-42.4
CCCCNC(=O)c1cc2c(=O)n3cccc(C)c3nc2n(Cc2ccncc2)c1=N	-0.6	10.0	6.7	-0.5	5.6	14.9	7.8	16.5
COc1ccc(CNC(=O)CCSCc2cccc(Cl)c2)cc1	0.5	-14.8	4.8	1.0	-14.3	23.2	15.6	-19.4
C=CCc1cccc(/C=N/c2nc3ccccc3n2CC)c1O	-3.3	-2.9	13.3	-0.9	-5.5	10.4	11.3	18.0
S=c1[nH]nc(-c2cccs2)n1Cc1ccccc1	0.7	-1.3	27.0	-0.4	25.0	24.2	-11.8	7.5
CC1=CC(C)(C)NC(=S)N1c1ccc2ccccc2c1	-2.1	3.9	29.9	-0.9	29.0	13.2	34.2	10.7
O=c1oc2ccccc2c(N2CCCCC2)c1CN1CCCCC1	-1.1	-14.2	2.8	0.0	10.5	3.5	19.1	1.4
COCc1nnc(NC(=O)CCc2ccccc2)s1	0.9	1.9	8.5	2.4	0.6	6.3	5.4	-11.2
Cn1nc(C(=O)Nc2ccc(-n3cnnn3)cc2)c2ccccc2c1=O	-0.3	17.7	7.3	1.0	23.9	10.8	-1.6	-3.8
NC1=NC(=Nc2ccc(S(N)(=O)=O)cc2)c2ccccc21	4.3	18.0	12.7	-0.8	22.1	2.3	1.9	6.9
COc1ccc(C2CC(c3ccc(Br)cc3)=NN2C(=O)CSC2=NCCS2)cc1 (stereo not drawn)	0.1	20.5	39.3	-0.4	47.0	35.7	35.0	-17.4
CSc1ccc(CN2CCc3c([nH]c4ccccc34)C2)cc1	1.6	4.3	33.5	0.5	1.3	14.8	8.9	23.6
CC(C)c1onc(C(=O)NCc2ccccc2)c1[N+](=O)[O-]	-1.8	-21.9	3.6	0.3	-15.3	19.3	12.3	-0.1
CCNc1nc(NCC)nc(N/N=C/c2cc(OC)c(OC)c(OC)c2)n1	1.0	6.4	13.7	-0.6	15.3	14.1	16.9	4.8
Cc1ccc(CC2CC(=O)N(c3nc4ccccc4n3C)C2=O)cc1 (stereo not drawn)	4.5	-7.6	20.2	-1.3	7.2	21.2	14.8	6.4
CCOc1ccc(-c2cccc(NC(=O)COc3ccc(Cl)cc3)c2)nn1	-3.1	-29.5	16.4	1.2	-14.9	22.3	7.3	11.2
CC1(C)N=C(SCC(=O)Nc2ccccc2)C(c2ccc(Cl)cc2)=N1	1.0	-36.5	20.1	-0.2	28.7	27.4	25.5	4.8
CCOC(=O)c1ccc(NC(=S)NCc2ccco2)cc1	0.8	3.0	21.6	0.9	-7.0	12.0	6.1	-7.3
CCCCN(CC)CCNC(=O)Cn1cc2c(n1)-c1c(oc(C(=O)N3CCCC3)c1C)CC2	-5.0	-7.1	1.5	-2.3	12.5	5.8	1.8	-4.2
CC(=O)Nc1ccc(S(=O)(=O)N(Cc2ccco2)Cc2cc3ccccc3[nH]c2=O)cc1	-7.3	-12.7	19.5	-1.5	32.7	12.4	28.0	-2.8
COc1ccccc1N1CCN(C(=O)c2cc3ccccc3[nH]2)CC1	-3.8	-12.8	24.3	0.8	-8.4	25.7	52.4*	1.8
Cc1cnc(NC(=O)c2sc3ccccc3c2Cl)s1	-5.9	-179.5	8.8	-5.1	-13.2	12.7	0.5	-57.2
c1ccc(-c2nnnn2-c2ccccc2)cc1	1.6	7.5	-3.7	0.1	12.6	-5.8	2.1	-1.4
Cc1ccc(OCC(=O)N2CCCC(CCC(=O)N(C)CCc3ccccn3)C2)cc1 (stereo not drawn)	-2.3	11.2	14.9	-0.9	35.7	20.2	8.8	-0.4
O=C(CSc1nc2ccccc2c(=O)n1Cc1ccco1)N1CCCC1	-0.6	34.4	5.3	0.2	15.8	10.1	5.3	6.6
CCOc1cc(NC(=S)NCc2ccco2)c(OCC)cc1NC(C)=O	-3.9	-4.1	10.9	-0.1	13.6	9.2	7.8	0.2
CCOC(=O)c1c(C)[nH]c(C(=O)N/N=C/c2cc([N+](=O)[O-])ccc2O)c1C	-0.7	-176.8	26.1	1.4	56.9*	20.9	21.9	-8.5
O=C1NC2(CCN(Cc3ccccc3)CC2)Oc2ccccc21	-2.3	-6.5	1.0	-1.1	14.9	3.9	-6.3	1.4
NS(=O)(=O)c1ccc(CCNC(=O)c2ccccc2[N+](=O)[O-])cc1	-1.0	0.4	-2.7	-2.0	-3.1	3.4	10.6	-22.3
Cn1c(=O)cc(OCC(=O)NCc2cccnc2)c2ccccc21	4.5	8.6	1.7	-0.8	-2.8	9.4	-5.1	-0.3
COc1ccc(N2CC(C(=O)Nc3ccc(S(=O)(=O)Nc4nccs4)cc3)CC2=O)c(OC)c1 (stereo not drawn)	0.1	20.5	3.6	2.6	17.8	13.5	13.6	-1.9
COc1ccccc1N1CCN(C(=O)C(C)N(c2ccc(C)cc2)S(C)(=O)=O)CC1 (stereo not drawn)	-0.7	19.5	15.4	-0.6	20.9	21.0	25.3	6.2
Cc1nc(Nc2nc(CSc3nc4ccccc4[nH]3)cc(=O)[nH]2)nc2ccccc12	6.4	-4.9	4.1	1.9	55.2*	3.6	17.0	15.0
CC(C)(C)OC(=O)N1CC(O)CC1C(=O)OCC(=O)c1ccc(Cl)cc1 (stereo not drawn)	-0.7	3.8	-4.6	-0.6	-3.9	23.8	17.6	0.8
CCOC(=O)c1c(-c2ccccc2)oc2ccc(OC(C)=O)cc12	0.8	15.4	30.2	-0.2	34.7	31.3	26.2	8.8
COc1ccccc1N1CCN(S(=O)(=O)c2c(C)[nH]c(=O)[nH]c2=O)CC1	2.9	1.3	-6.0	1.6	2.3	-4.5	18.1	-10.1
Cc1cc(C)n(CC(=O)NC2CCCc3c2cnn3-c2ccc(C)c(C)c2)n1 (stereo not drawn)	-3.8	-56.3	5.8	5.1	-13.7	10.8	10.3	-18.8
CCOC(=O)C1(Cc2ccccc2C)CCCN(S(=O)(=O)c2cccnc2)C1 (stereo not drawn)	-4.9	5.3	-3.6	0.4	10.6	8.6	30.6	3.4
C[C@@H]1OC(Nc2ccc(N=Nc3ccccc3)cc2)[C@H](O)[C@H](O)[C@H]1O (stereo partly drawn)	4.6	-28.3	7.8	3.8	-4.7	-9.6	13.7	-40.9
Cc1ccc(Cn2c(=S)[nH]c3ccc(N4CCOCC4)cc3c2=O)o1	-3.5	7.5	15.4	22.4	40.0	45.5*	13.6	1.9
COC(=O)c1cc2n(n1)CCN(Cc1ccccc1F)C2=O	-1.6	-15.1	-2.7	1.4	23.6	-0.2	6.3	-15.1
O=c1ccc2ccccc2o1	-2.6	-10.3	2.8	-0.8	-16.9	-2.8	-9.1	0.1
O=C(Nc1nsc(-c2ccccc2)n1)c1ccc(F)cc1	-2.8	-13.7	12.4	2.3	-66.6	9.4	39.8	-49.7
COc1cccc(NC(=O)CN(C)C(=O)CSC(=S)N2CCCC2)c1	3.8	-8.7	-14.6	-1.5	-13.6	-14.2	-15.0	-6.1
COC(=O)C(NC(=O)C(NC(=O)C1CCC(C)CC1)C(C)C)C(C)C (stereo not drawn)	1.3	-7.0	-4.2	-0.7	0.6	-1.0	13.2	-10.1
O=C(c1cccc2nccnc12)N1CCCC(Nc2ccc(F)c(F)c2)C1 (stereo not drawn)	1.8	0.5	11.1	-0.4	-6.7	-0.7	-3.7	-4.4
Cc1nc2ccccc2cc1C(=O)N/N=C/c1ccccc1[N+](=O)[O-]	-2.6	3.8	20.2	3.8	-8.9	27.3	27.3	0.7
O=C(CCc1nc(-c2ccc(Cl)cc2)no1)NC1CCCCC1	-4.2	6.6	18.1	1.8	36.5	20.2	9.9	20.3
COc1ccc(CNC(=O)C(OC(=O)c2ccco2)c2ccccc2)cc1 (stereo not drawn)	-6.6	9.2	-8.7	-0.6	6.5	15.4	18.2	-10.2
COC(=O)c1ccccc1NC(=S)NC(=O)c1ccc2c(c1)OCO2	-2.9	45.5*	61.7*	0.9	16.0	63.0*	72.2*	1.0
CN(C(=O)/C=C/c1ccco1)c1ccccc1C(=O)O	-1.9	2.2	1.4	-0.7	-6.4	6.2	16.3	-1.6
O=C(CN(Cc1cccs1)C(=O)CNS(=O)(=O)c1ccc(Cl)cc1)NCc1ccco1	-2.4	12.2	5.8	-1.5	6.2	9.7	-13.9	6.4
COc1cc(CN(C(=O)c2cc3ccccc3oc2=O)C2CCS(=O)(=O)C2)cc(OC)c1OC (stereo not drawn)	-1.8	-8.3	-7.2	5.1	17.0	-2.2	-1.7	-2.0
CCN1C(=O)CC(N2CCC(Nc3ccc(F)cc3)CC2)C1=O (stereo not drawn)	-4.0	7.3	0.3	-1.0	7.2	5.7	-5.3	-8.4
CCCCCCC12CCC(C(=O)O)(CC1)CC2	-2.3	5.5	-19.4	-1.2	11.2	-9.8	25.9	5.6
CCOC(=O)c1[nH]c(C)c(C(=O)NC(C)CC)c1C (stereo not drawn)	-1.5	9.1	-5.6	-0.6	5.3	-2.8	-4.6	12.2
O=C1CNC(=O)/C1=C/c1ccc(Br)cc1	-0.2	33.1	7.9	0.1	-24.9	12.1	2.1	-4.1
COc1ccc(Cc2nc(-c3ccccc3)no2)cc1	-2.4	-38.7	-6.7	4.4	-6.5	0.8	1.9	-34.3
CC1(c2ccc3c(c2)OCO3)NC(=O)N(CC(=O)Nc2ccc(N3CCOCC3)cc2)C1=O (stereo not drawn)	0.3	6.7	-11.1	-2.1	17.6	8.8	9.0	-14.1
Cc1ccc(C(=O)NC(=S)N2CCCCCC2)cc1	-2.1	9.7	-21.0	2.0	24.5	-9.8	-0.4	4.2

Some entries already given, reduced to XBP1 UPR activ.
structure	XBP1 UPR activ
COC(=O)c1ccccc1NC(=S)NC(=O)c1ccc2c(c1)OCO2	-2.9
CN(C(=O)/C=C/c1ccco1)c1ccccc1C(=O)O	-1.9
O=C(CN(Cc1cccs1)C(=O)CNS(=O)(=O)c1ccc(Cl)cc1)NCc1ccco1	-2.4

Next part.
SMILES	XBP1 UPR activ	697 NFkB inh	TIM10 inh	CHOP UPR activ	Mdm2 MdmX PPI	tim10-1 inh	tim23-1 inh	Jurkat NFkB inh
O=C(CNC(=S)N(CCCN1CCOCC1)Cc1cccs1)NCCCN1CCOCC1	-0.7	8.8	-2.5	-0.9	-5.6	-2.9	10.2	-6.8
CCOc1ccccc1NC(=O)COC(=O)CCOc1cc(C)ccc1C	0.0	8.9	12.6	2.6	-4.4	17.8	7.5	3.5
O=C(O)c1ccccc1-c1ccccc1C(=O)Nc1cccc2ccccc12	0.5	-3.8	-9.8	0.5	4.8	-2.5	1.4	-8.1
O=C(CCN1C(=O)c2ccccc2S1(=O)=O)NCc1ccc(F)cc1	-2.3	-4.3	9.4	0.4	-1.2	15.0	3.0	7.7
